GLD-1 TGE inh – GLD-1-TGE RNA interaction inhibition (C. elegans); purified GLD-1 + fluorescein TGE RNA, fluorescence polarization; inhibition, % at 5.96 µM; hit rate 0.44% among 320,000; AID 2280;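 active means percent inhibition above a per-plate cutoff, the plate mean of test compounds plus 3 SD, cut at about 30% in these data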;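 further: 0% = DMSO wells with GLD-1 and probe and 100% = wells lacking GLD-1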
Bcl-xL primary – Bcl-xL (human) inhibition. Q07817. GST-Bcl-xL / FITC-Bim BH3 peptide fluorescence polarization. inhibition, % at 10.9 µM. hit rate 0.7% among 320,000. AID 2129;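 active means inhibition above the mean of all tested compounds plus 3 SD, cutoff set per campaign, cut at about 30% in these data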;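 further: 0% = DMSO wells and 100% = unlabeled Bim-BH3 peptide competitor; inhibitors lower millipolarization by displacing the labeled peptide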
Target sequence (Q07817 whole entry, looked up): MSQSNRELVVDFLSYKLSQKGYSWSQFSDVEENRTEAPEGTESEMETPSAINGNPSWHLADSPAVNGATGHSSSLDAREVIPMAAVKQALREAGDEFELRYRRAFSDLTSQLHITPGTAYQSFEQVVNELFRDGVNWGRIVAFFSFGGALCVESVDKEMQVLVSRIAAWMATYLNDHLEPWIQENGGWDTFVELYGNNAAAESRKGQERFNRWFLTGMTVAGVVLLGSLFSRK
Efflux pump inh – inhibitors of Candida antifungal efflux pumps expressed in yeast. inhibition, % at 10 µM. AID 485275. hit rate 0.44% among 330,000. S. cerevisiae Candida pump triplex, Nile Red efflux;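 active means plate passing quality check with inhibition over a set limit, or well fluorescence over plate mean plus 4 SD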;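 further: Nile Red retained in pooled yeast measured as flow cytometry median fluorescence; 0% = buffer negative control and 100% = Enniatin B positive control; higher means more Nile Red kept so more efflux inhibition; some compounds called inactive have numbers as strong as hits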
CR mimetic SO – lowers age-related superoxide in aged yeast cells; AID 2690; superoxide response (% of plate mean), % at 10 µM; S. cerevisiae aged cells, superoxide DHE fluorescence; hits give low values; hit rate 0.18% among 330,000;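 active means superoxide response under a set limit, about three screen SD below normal, cut at about 65% in these data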;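 further: yeast aged for seven days with compound at 30 °C before DHE staining; 100% = average MFI of all compound-treated wells on the plate with controls excluded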
Fam108B inh – counter-screen for RBBP9 inhibitors: inhibitors of mouse Fam108B; recombinant Fam108B, FP-Rh probe fluorescence polarization; inhibition, % at 9.51 µM; hit rate 0.33% among 300,000;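 active means inhibition above the screen mean inhibition plus 3 SD, computed separately per campaign, cut at about 18% in these data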;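 further: inhibitors lower polarization as less probe binds the enzyme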
ZTA counter – blocks Epstein-Barr virus ZTA, an EBNA-1 counter-screen | P03206 | hit rate 0.15% among 320,000 | inhibition, % at 11 µM | ZTA-DNA binding, fluorescence polarization; in the data active means inhibition above about 33%
MEX-5 binding – C. elegans MEX-5 TCR-2 RNA binding activity | MEX-5/FITC-TCR2 RNA binding, fluorescence polarization; hits give low values | activity score (negative = inhibition of binding), % at 10 µM | hit rate 0.38% among 300,000 | AID 1832;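 active means inhibition past about -25% in most replicates, and total fluorescence under double the plate's negative control median, limit read from the data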;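 further: 0% = DMSO and -100% = 5 µM competing unlabeled TCR2 RNA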
MCL1 BIM primary – MCL1-BIM-BH3 interaction inhibition (human); inhibition, % at 10.9 µM; GST-MCL1 / FITC-Bim-BH3 fluorescence polarization; Q07820; AID 2057; hit rate 0.68% among 320,000;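 active means inhibition above the mean inhibition of all tested compounds plus 3 SD, set per campaign, cut at about 40% in these data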;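 further: 0% = DMSO wells and 100% = unlabeled Bim-BH3 peptide control; higher means more loss of mP so more displacement of Bim peptide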
Target sequence (Q07820 whole entry, looked up): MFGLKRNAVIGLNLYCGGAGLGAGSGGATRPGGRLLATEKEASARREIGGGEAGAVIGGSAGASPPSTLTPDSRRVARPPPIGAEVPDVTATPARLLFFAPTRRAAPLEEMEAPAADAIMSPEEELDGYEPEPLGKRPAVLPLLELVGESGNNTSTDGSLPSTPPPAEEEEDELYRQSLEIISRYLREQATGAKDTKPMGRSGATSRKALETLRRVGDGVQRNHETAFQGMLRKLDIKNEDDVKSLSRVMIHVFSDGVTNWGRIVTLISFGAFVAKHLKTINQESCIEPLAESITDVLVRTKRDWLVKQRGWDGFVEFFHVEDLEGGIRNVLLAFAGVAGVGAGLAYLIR
EBNA-1 inhibitor – blocks EBNA-1 binding to DNA | EBNA-1 DNA binding, fluorescence polarization | hit rate 0.34% among 300,000 | inhibition, % at 14.8 µM; in the data active means inhibition above about 28%
* hit, by the source's call.

No. | compound | GLD-1 TGE inh | Bcl-xL primary | Efflux pump inh | CR mimetic SO | Fam108B inh | ZTA counter | MEX-5 binding | MCL1 BIM primary | EBNA-1 inhibitor
1 | CCN(CC)c1ccc(NC(=O)CCCCCN2C(=O)c3ccccc3C2=O)cc1 | 0 | 7 | 0.3 | 92 | 2 | 10 | 1.0 | 7 | -2
2 | Cn1c(SCC(=O)N2CCCc3ccccc32)nnc1-c1c[nH]c2ccccc12 | 7 | 3 | 0.2 | 99 | 0 | 10 | 1.5 | -4 | 11
3 | CCOC(=O)c1c(-c2ccccc2Cl)cn2ccccc12 | 2 | 4 | 0.0 | 81 | 4 | -12 | -0.2 | -3 | 5
4 | CCOC(=O)CC(=O)Nc1nc2ccccc2s1 | 4 | 1 | 0.1 | 98 | 0 | -18 | 1.1 | 0 | 7
5 | CC(C)C(=O)NCCSc1c[nH]c2ccccc12 | 0 | 0 | 0.3 | 112 | -1 | 9 | 2.1 | -1 | -9
6 | Cc1ccc2occ(C3NC(C(=O)O)CS3)c(=O)c2c1 (centres undefined) | 2 | 16 | 0.1 | 101 | -2 | 0 | -2.4 | 23 | -2
7 | CC(CCCC(C)(C)O)NCc1cn[nH]c1-c1ccc2c(c1)OCO2 (centres undefined) | 2 | 5 | 0.0 | 103 | 2 | 18 | -3.8 | 5 | 11
8 | O=C(NCCCO)C(=O)NCC1OCCCN1S(=O)(=O)c1cccs1 (centres undefined) | 4 | 4 | 0.0 | 99 | 1 | -10 | 1.7 | 3 | -5
9 | Cc1cc([N+](=O)[O-])nn1CC(=O)N1N=C(C(F)F)CC1(O)C(F)F (centres undefined) | 4 | 2 | 1.7 | 115 | 3 | 0 | -1.7 | 0 | 2
10 | O=C(CSc1nc2ncc(Br)cc2[nH]1)Nc1ccc2c(c1)OCO2 | -4 | 5 | 0.0 | 108 | -2 | 5 | -0.3 | 9 | -3

Sorted by molar mass (rising): five of the compounds above.
No. | compound | GLD-1 TGE inh | Bcl-xL primary | Efflux pump inh | CR mimetic SO | Fam108B inh | ZTA counter | MEX-5 binding | MCL1 BIM primary | EBNA-1 inhibitor
5 | CC(C)C(=O)NCCSc1c[nH]c2ccccc12 | 0 | 0 | 0.3 | 112 | -1 | 9 | 2.1 | -1 | -9
4 | CCOC(=O)CC(=O)Nc1nc2ccccc2s1 | 4 | 1 | 0.1 | 98 | 0 | -18 | 1.1 | 0 | 7
3 | CCOC(=O)c1c(-c2ccccc2Cl)cn2ccccc12 | 2 | 4 | 0.0 | 81 | 4 | -12 | -0.2 | -3 | 5
10 | O=C(CSc1nc2ncc(Br)cc2[nH]1)Nc1ccc2c(c1)OCO2 | -4 | 5 | 0.0 | 108 | -2 | 5 | -0.3 | 9 | -3
1 | CCN(CC)c1ccc(NC(=O)CCCCCN2C(=O)c3ccccc3C2=O)cc1 | 0 | 7 | 0.3 | 92 | 2 | 10 | 1.0 | 7 | -2

Following part
No. | compound | GLD-1 TGE inh | Bcl-xL primary | Efflux pump inh | CR mimetic SO | Fam108B inh | ZTA counter | MEX-5 binding | MCL1 BIM primary | EBNA-1 inhibitor
11 | CCCCC1C(=O)CC[C@H]2[C@@H]1CC(=O)[C@@H]2C/C=C\CCCC(=O)O (some centres undefined) | 3 | 8 | 0.0 | 91 | -1 | 12 | -2.6 | 6 | 3
12 | Cc1cccc(Cl)c1NC(=S)N1CCN(c2ccc([N+](=O)[O-])cn2)CC1 | 5 | 2 | -0.3 | 113 | 1 | -5 | -1.6 | 2 | -4
13 | CC1(C(=O)NCCc2c[nH]c3ccccc23)C=CC2(CCCCC2)N1C(=O)c1ccccc1 (centres undefined) | 0 | 0 | 0.1 | 94 | -2 | 1 | 3.1 | -1 | -4
14 | O=C(O)C1=C[C@@H](c2ccc(Br)cc2)C[C@@H](OCc2ccc(CO)cc2)O1 | -10 | -1 | 0.4 | 115 | 0 | -6 | -0.8 | -10 | -13
15 | CCOC(=O)c1cc(S(=O)(=O)NCc2ccco2)cn1C | 1 | -3 | 0.0 | 118 | -1 | 11 | -1.3 | 1 | 8
16 | O=C(CCn1cccc1)Nc1ccc(F)cc1 | 3 | 3 | 0.0 | 94 | 2 | -3 | 0.2 | -1 | 12
17 | CN(Cc1cccc2ccccc12)C(=O)c1cc(COc2c(F)cccc2F)on1 | 1 | 3 | 0.1 | 101 | 0 | 13 | 0.9 | 4 | -1
18 | O=C(Nc1cccc(F)c1)NC1(C(=O)N2CCOCC2)CCCCC1 | 5 | 4 | -0.1 | 97 | 4 | 16 | 1.4 | 8 | 4
19 | O=C(OCC(=O)N1CCCCC1)c1cc2ccccc2cc1O | -8 | 0 | -0.1 | 112 | 1 | -2 | -0.2 | -4 | -7
20 | CCCCCCOC(=O)C1=C(C)NC(=O)NC1c1ccc(O)cc1 (centres undefined) | 6 | -3 | 0.1 | 85 | 1 | -1 | -0.8 | -3 | -4

Laid out differently: entries from further up.
The line under a structure holds: GLD-1 TGE inh, Bcl-xL primary, Efflux pump inh, CR mimetic SO, Fam108B inh, ZTA counter, MEX-5 binding, MCL1 BIM primary, EBNA-1 inhibitor
[16] O=C(CCn1cccc1)Nc1ccc(F)cc1
 : 3, 3, 0.0, 94, 2, -3, 0.2, -1, 12
[17] CN(Cc1cccc2ccccc12)C(=O)c1cc(COc2c(F)cccc2F)on1
 : 1, 3, 0.1, 101, 0, 13, 0.9, 4, -1
[18] O=C(Nc1cccc(F)c1)NC1(C(=O)N2CCOCC2)CCCCC1
 : 5, 4, -0.1, 97, 4, 16, 1.4, 8, 4
[19] O=C(OCC(=O)N1CCCCC1)c1cc2ccccc2cc1O
 : -8, 0, -0.1, 112, 1, -2, -0.2, -4, -7
[20] CCCCCCOC(=O)C1=C(C)NC(=O)NC1c1ccc(O)cc1 (centres undefined)
 : 6, -3, 0.1, 85, 1, -1, -0.8, -3, -4

New compounds follow.
No. | compound | GLD-1 TGE inh | Bcl-xL primary | Efflux pump inh | CR mimetic SO | Fam108B inh | ZTA counter | MEX-5 binding | MCL1 BIM primary | EBNA-1 inhibitor
21 | COc1cc(Cl)c(CN2CCCC(CO)(Cc3ccccc3F)C2)cc1OC (centres undefined) | 0 | 1 | 0.1 | 111 | -6 | 5 | -0.8 | -3 | 4
22 | O=C(O)CC(NC(=O)Cc1ccccc1)c1cc([N+](=O)[O-])ccc1Cl (centres undefined) | 0 | -4 | 0.3 | 115 | -6 | 10 | -0.7 | -3 | -7
23 | O=C(CSc1nc(-c2ccco2)cc(C(F)(F)F)n1)NC1CCCC1 | -5 | 4 | 0.0 | 113 | 0 | 20 | -0.9 | 1 | -11
24 | N#Cc1ccc(-n2nnc3ccccc3c2=O)c([N+](=O)[O-])c1 | 0 | -1 | 0.3 | 102 | -5 | -16 | -0.7 | -6 | -13
25 | O=C(NCCc1ccc(Cl)cc1Cl)c1cccnc1 | -1 | 6 | 0.1 | 112 | 4 | 17 | -2.3 | 11 | 6
26 | C/C(=N\Nc1nc(C(C)(C)C)cs1)c1ccc(O)cc1 | 4 | 13 | -0.1 | 93 | -3 | 5 | -1.1 | 13 | 0
27 | O=C(NC1CCCC1)C1CCCN(S(=O)(=O)c2cccc3cccnc23)C1 (centres undefined) | 5 | 3 | -0.2 | 105 | 2 | 2 | 0.6 | 4 | 1

Compound activity as filed in PubChem.
